S1P4 antag: human S1P4 receptor antagonism | O95977 | S1P4-expressing cells, antagonist mode, reporter read-out | inhibition, % at 4.98 µM | 0.26% of 220,000 active; in the data active = inhibition above about 29%;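 note: 0% = wells stimulated with agonist and 100% = vehicle wells without agonist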
PGE2 EP2 inh: blocks the human prostaglandin E2 receptor EP2; P43116; C6 glioma cells expressing human EP2, cAMP TR-FRET; cells stimulated with saturating PGE2; inhibition, % at 25 µM; 0.52% of 260,000 active; AID 1422;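 active = percent inhibition above 40 after rounding to a whole number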;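 note: rat C6 glioma host cells with rolipram phosphodiesterase inhibitor present; the protocol text gives 20 µM as final concentration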
NPY-Y2 PAM-ag: potentiators or agonists of human neuropeptide Y receptor Y2; 0.45% of 220,000 active; P49146; activation, % at 3.6 µM; cells expressing NPY-Y2, potentiator/agonist read-out; in the data active = activation above about 27%;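 note: cells stimulated with NPY near EC25 plus isoproterenol at EC100; 0% = vehicle plus submaximal agonist and 100% = vehicle plus saturating agonist; some results beyond the cut were filed as inactive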
S1P4 agonist: agonists of human S1P4 receptor. O95977. S1P4-expressing cell line, agonist reporter assay. activation, % at 4.98 µM. 0.35% of 220,000 active. AID 1509; in the data active = activation above about 11%;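 note: 0% = DMSO vehicle and 100% = reference agonist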
eIF4E 4G PPI: blocks eIF4E binding to eIF4G. 0.37% of 220,000 active. TR-FRET eIF4E-eIF4GI(517-606) binding, 2 h. P63073+Q04637. inhibition, % at 21.7 µM;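 active = inhibition above about 30%, limit read from the data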;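 note: 0% = full FRET control wells and 100% = background wells lacking eIF4GI fragment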
Target sequence (P63073 whole entry, looked up, the tested form may be a part): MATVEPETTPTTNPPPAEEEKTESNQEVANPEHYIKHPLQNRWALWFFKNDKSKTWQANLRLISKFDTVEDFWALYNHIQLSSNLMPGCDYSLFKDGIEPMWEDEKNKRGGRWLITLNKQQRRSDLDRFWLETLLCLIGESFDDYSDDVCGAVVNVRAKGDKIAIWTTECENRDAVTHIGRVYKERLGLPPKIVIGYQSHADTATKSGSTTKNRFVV
Target sequence (Q04637 whole entry, looked up, the tested form may be a part): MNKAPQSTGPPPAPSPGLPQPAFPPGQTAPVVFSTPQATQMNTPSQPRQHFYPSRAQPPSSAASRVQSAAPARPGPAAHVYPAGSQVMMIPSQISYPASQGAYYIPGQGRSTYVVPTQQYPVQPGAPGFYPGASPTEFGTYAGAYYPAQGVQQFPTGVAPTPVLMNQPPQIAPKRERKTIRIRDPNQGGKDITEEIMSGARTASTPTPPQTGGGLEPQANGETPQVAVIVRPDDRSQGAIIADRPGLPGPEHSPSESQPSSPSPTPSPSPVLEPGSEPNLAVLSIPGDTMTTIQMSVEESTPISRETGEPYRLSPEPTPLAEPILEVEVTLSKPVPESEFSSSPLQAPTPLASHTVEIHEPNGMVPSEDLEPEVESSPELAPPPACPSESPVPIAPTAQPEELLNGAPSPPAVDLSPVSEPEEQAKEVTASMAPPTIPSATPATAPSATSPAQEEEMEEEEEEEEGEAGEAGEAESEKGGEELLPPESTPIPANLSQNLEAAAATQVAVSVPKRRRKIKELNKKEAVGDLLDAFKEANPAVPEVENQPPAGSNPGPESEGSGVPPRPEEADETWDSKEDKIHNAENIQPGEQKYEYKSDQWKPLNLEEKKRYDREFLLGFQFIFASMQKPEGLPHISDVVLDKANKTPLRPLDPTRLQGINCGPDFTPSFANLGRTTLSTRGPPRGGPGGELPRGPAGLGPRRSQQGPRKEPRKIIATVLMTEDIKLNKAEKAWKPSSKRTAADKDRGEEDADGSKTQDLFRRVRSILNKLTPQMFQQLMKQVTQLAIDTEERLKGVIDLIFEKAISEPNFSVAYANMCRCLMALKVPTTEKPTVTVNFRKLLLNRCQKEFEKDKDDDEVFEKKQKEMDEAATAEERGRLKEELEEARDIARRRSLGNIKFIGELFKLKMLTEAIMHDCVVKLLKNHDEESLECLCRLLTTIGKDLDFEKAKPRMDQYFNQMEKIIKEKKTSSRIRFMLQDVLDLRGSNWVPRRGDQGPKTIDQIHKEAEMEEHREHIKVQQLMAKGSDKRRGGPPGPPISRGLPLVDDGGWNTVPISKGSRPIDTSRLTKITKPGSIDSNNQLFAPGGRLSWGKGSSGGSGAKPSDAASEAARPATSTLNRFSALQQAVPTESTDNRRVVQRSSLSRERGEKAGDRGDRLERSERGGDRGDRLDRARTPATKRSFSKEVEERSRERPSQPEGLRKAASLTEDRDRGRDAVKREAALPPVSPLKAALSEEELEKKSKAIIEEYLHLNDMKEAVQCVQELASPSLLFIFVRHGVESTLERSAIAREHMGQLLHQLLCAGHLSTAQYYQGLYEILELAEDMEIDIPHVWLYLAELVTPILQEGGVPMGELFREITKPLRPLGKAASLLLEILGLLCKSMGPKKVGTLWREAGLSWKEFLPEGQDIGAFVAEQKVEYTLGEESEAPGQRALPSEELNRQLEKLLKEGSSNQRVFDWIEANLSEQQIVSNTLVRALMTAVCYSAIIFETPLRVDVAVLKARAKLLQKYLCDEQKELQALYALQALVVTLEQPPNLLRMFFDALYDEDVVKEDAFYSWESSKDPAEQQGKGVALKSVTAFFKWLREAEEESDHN
EP2 modulator: EP2 receptor (human) modulation; P43116; EP2-expressing cells, cAMP HTRF FRET, PGE2 co-stimulation; induction, % at 25 µM; 0.83% of 260,000 active;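 active = compounds whose cAMP rise, as percent of the full-agonist control response, exceeds 60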;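 note: rat C6 glioma line stably carrying human EP2 under a CMV promoter; the protocol text gives 20 µM as final concentration; 100% = response of wells given 1 µM PGE2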
NPY-Y1 antag: antagonists of human neuropeptide Y receptor Y1 | HEK293-CNG Y1 cells, membrane potential fluorescence; NPY at EC95, then isoproterenol | inhibition, % at 3.6 µM | 1% of 200,000 active | P25929 | AID 1040;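 active = inhibition above the campaign mean inhibition of all tested compounds plus 3 SD, cut at about 20% in these data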;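 note: 0% = DMSO wells given NPY plus isoproterenol and 100% = isoproterenol alone without NPY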
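System: HEK293 cells with Y1 receptor plus CNG channel / Probe or stimulus: NPY 25 nM then isoproterenol 1 µM plus Ro 20-1724 25 µM / Compound: one concentration, 3.6 µM, in 0.4% DMSO / Schedule: compound incubation 1 h at room temperature, readout 45 min post-stimulation / Measured by: membrane potential fluorescence / Read-out: % inhibition of NPY effect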
NPY1 pot ag: potentiators or agonists of human neuropeptide Y receptor Y1; P25929; NPY-Y1 expressing cells, potentiator/agonist activation; activation, % at 3.6 µM; 0.37% of 220,000 active; AID 1304; in the data active = activation above about 33%, passing the limit was not always enough;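 note: cells stimulated with NPY at EC10 then isoproterenol at EC100; 0% = low agonist plus stimulus and 100% = saturating agonist plus stimulus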
p97 inhibitor: inhibitors of human p97 ATPase; P55072; recombinant p97 ATPase, Kinase-Glo ATP luminescence, 3 h; inhibition, % at 8 µM; 0.42% of 220,000 active; AID 1481; in the data active = inhibition above about 15%;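 note: 0% = DMSO vehicle and 100% = wells lacking enzyme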
Active calls of the source: *; / = no result given; & = joins results of further samples; [ ] = remark or other dose.

SMILES	S1P4 antag	PGE2 EP2 inh	NPY-Y2 PAM-ag	S1P4 agonist	eIF4E 4G PPI	EP2 modulator	NPY-Y1 antag	NPY1 pot ag	p97 inhibitor
CC(C)c1nc(NCC2CCCO2)c(C#N)c2c1COC(C)(C)C2 (stereo not given)	9	12	-4	0.8	6	13	4	-61	-1
CC(Sc1nc(N2CCOCC2)c2c(c1C#N)CC(C)(C)OC2)C(=O)Nc1ccccc1 (stereo not given)	2	13	2	1.4	-6	15	-8	-12	-4
O=C(NCCc1nc2ccccc2[nH]1)/C(=C/c1ccc2c(c1)OCO2)NC(=O)c1ccc(Cl)cc1Cl	-20	4	-13	2.2	6[fluorescence artefact?]	4	-2	-36	-2
Cn1c2c(c(=O)n(C)c1=O)C(c1ccccc1Cl)C(C#N)=C(N)O2 (stereo not given)	-11	8	-2	-0.3	-4	-45	/	6	0
Cc1ccc(/C(O)=C2\C(=O)C(=O)N(c3cc(C)on3)C2c2cccc(Br)c2)cc1 (stereo not given)	-7	30	-1	3.3	3	40	0	11	2
Cc1cc(=O)n2cc(-c3ccccc3)nc2[nH]1	-20	7	-3	-0.2	-8	10	6	3	-4
Cc1c(NC(=O)Cc2noc3ccccc23)cccc1[N+](=O)[O-]	-10	6	0	0.3	1	-13	4	0	-1
O=S(=O)(Cc1cc(Oc2ccccc2)nc(-c2ccccc2)n1)c1ccccc1	-7	7	-14	-2.4	/	/	22*	-11	2
COCCNC(=O)c1onc(CSc2ccccc2C)c1C(=O)O	-6	11	-23	-1.1	1	14	4	3	-1
CCC(C)NC(=O)Cn1c(=O)sc2ccccc21 (stereo not given)	-5	1	15	0.8	-2	15	3	1	6
Cc1ccc(C(=O)COC(=O)c2cnccn2)cc1[N+](=O)[O-]	-5	10	4	2.1	-5	-4	-3	11	1
CC(C)CC(OC(=O)c1ccco1)C(=O)NC1CCCCC1 (stereo not given)	-68	9	-15	0.5	6	-1	5	-9	-8
Cn1c(=O)[nH]c(=O)c2c1nc(N1CCc3ccccc3C1)n2CCSc1nc2ccccc2s1	-14	3	4	0.4	-4	48	2	6	7
CCOC(=O)C1=C(c2ccccc2)NC(=S)NC1c1ccc(C)c([N+](=O)[O-])c1 (stereo not given)	-13	9	-11	0.1	0[fluorescence artefact?]	32	-1	29	-2
COc1ccc(C(=O)COc2ccc(C)cc2NC(C)=O)cc1	-1	2	9	0.8	4	-37	/	3	6
CCc1ccc(NC(=O)Cn2ncc3c4ccccc4n(C)c3c2=O)cc1	-8	5	-2	2.2	4	-11	/	-27	-6
COC(=O)c1cc2c(C)c(C)c3ccccn3c-2c1C(=O)OC	-6	25	-2	2.6	-18	-7	4	-5	1
COc1ccccc1OCC(=O)Nc1ccc2c(c1)n(C)c(=O)n2C	-6	5	0	0.5	1	32	3	-4	-2
CCN(CC)c1ccc(/C=N/Nc2ccccc2)c(O)c1	-2	9	9	-1.2	1	-30	0	8	4
C/C(=N\NC(=O)c1ccccc1)c1ccc(-n2ccnc2)cc1	-12	8	1	0.8	2[fluorescence artefact?]	-3	1	-7	0

15 entries from above, ordered by formula weight, high to low:
SMILES	S1P4 antag	PGE2 EP2 inh	NPY-Y2 PAM-ag	S1P4 agonist	eIF4E 4G PPI	EP2 modulator	NPY-Y1 antag	NPY1 pot ag	p97 inhibitor
O=C(NCCc1nc2ccccc2[nH]1)/C(=C/c1ccc2c(c1)OCO2)NC(=O)c1ccc(Cl)cc1Cl	-20	4	-13	2.2	6[fluorescence artefact?]	4	-2	-36	-2
Cn1c(=O)[nH]c(=O)c2c1nc(N1CCc3ccccc3C1)n2CCSc1nc2ccccc2s1	-14	3	4	0.4	-4	48	2	6	7
Cc1ccc(/C(O)=C2\C(=O)C(=O)N(c3cc(C)on3)C2c2cccc(Br)c2)cc1 (stereo not given)	-7	30	-1	3.3	3	40	0	11	2
O=S(=O)(Cc1cc(Oc2ccccc2)nc(-c2ccccc2)n1)c1ccccc1	-7	7	-14	-2.4	/	/	22*	-11	2
CCOC(=O)C1=C(c2ccccc2)NC(=S)NC1c1ccc(C)c([N+](=O)[O-])c1 (stereo not given)	-13	9	-11	0.1	0[fluorescence artefact?]	32	-1	29	-2
CCc1ccc(NC(=O)Cn2ncc3c4ccccc4n(C)c3c2=O)cc1	-8	5	-2	2.2	4	-11	/	-27	-6
Cn1c2c(c(=O)n(C)c1=O)C(c1ccccc1Cl)C(C#N)=C(N)O2 (stereo not given)	-11	8	-2	-0.3	-4	-45	/	6	0
COc1ccccc1OCC(=O)Nc1ccc2c(c1)n(C)c(=O)n2C	-6	5	0	0.5	1	32	3	-4	-2
COc1ccc(C(=O)COc2ccc(C)cc2NC(C)=O)cc1	-1	2	9	0.8	4	-37	/	3	6
Cc1c(NC(=O)Cc2noc3ccccc23)cccc1[N+](=O)[O-]	-10	6	0	0.3	1	-13	4	0	-1
CC(C)CC(OC(=O)c1ccco1)C(=O)NC1CCCCC1 (stereo not given)	-68	9	-15	0.5	6	-1	5	-9	-8
C/C(=N\NC(=O)c1ccccc1)c1ccc(-n2ccnc2)cc1	-12	8	1	0.8	2[fluorescence artefact?]	-3	1	-7	0
Cc1ccc(C(=O)COC(=O)c2cnccn2)cc1[N+](=O)[O-]	-5	10	4	2.1	-5	-4	-3	11	1
CCC(C)NC(=O)Cn1c(=O)sc2ccccc21 (stereo not given)	-5	1	15	0.8	-2	15	3	1	6
Cc1cc(=O)n2cc(-c3ccccc3)nc2[nH]1	-20	7	-3	-0.2	-8	10	6	3	-4

More entries:
SMILES	S1P4 antag	PGE2 EP2 inh	NPY-Y2 PAM-ag	S1P4 agonist	eIF4E 4G PPI	EP2 modulator	NPY-Y1 antag	NPY1 pot ag	p97 inhibitor
COc1ccc(C2(O)CCN(CC(=O)Nc3nccs3)CC2)c(OC)c1	-22	9	-8	1.2	0	4	-2	-1	-3
Cc1cccc(N2CCN(C(=O)C3CCN(S(=O)(=O)c4cccc5nsnc45)CC3)CC2C)c1 (stereo not given)	-15	15	6	1.5	-2	-41	-4	12	0
CCC(C(=O)c1ccccc1)P(=O)(NN)c1ccccc1 (stereo not given)	7	6	8	0.7	-6	3	/	-5	2
CC(C)(C)c1cc(OS(C)(=O)=O)ccc1O	-23	10	-8	0.2	0	-48	4	-5	2
COc1ccc(-c2cnc3nc[nH]c(=O)c3n2)cc1	-4	11	-5	1.4	1	23	3	-6	-4
O=C(NCC(=O)N(CC1CCCO1)C1(C(=O)NC2CCCCC2)CCCCC1)c1ccccc1 (stereo not given)	-7	9	1	0.0	-13[fluorescence artefact?]	31	5	13	0
O=C(COC(=O)c1cccnc1Cl)c1ccc(F)cc1	-15	9	0	-0.2	-1	-11	-5	0	3
O=C(OCc1ccccc1)c1ccc(Br)o1	-23	10	-10	-1.9	-13[fluorescence artefact?]	11	4	-23	-1
COc1ccc(C(=O)N2CCN(S(=O)(=O)N3CCOCC3)CC2)cc1OC	5	13	0	1.1	-2	20	0	2	2
CCN(CC)C(=O)CN(c1cc2c(cc1OC)oc1ccccc12)S(=O)(=O)c1ccc(C)cc1	-9	5	-22	1.2	-26	91*	7	-20	-4
COc1ccc(C)cc1NC(=O)CSc1nnc(COc2ccc(C)cc2)n1Cc1ccco1	-32	16	-2	0.9	1	6	-3	39	-4
Cc1ccc2nc(N/C(=N/S(=O)(=O)c3cccs3)c3ccccc3Cl)sc2c1	1	2	13	1.6	2	4	1	14	1
NS(=O)(=O)c1ccc(CNC(=O)CSc2ccccc2)cc1	4	5	-3	-0.8	-1	5	-4	8	2
CCC(=O)N1c2ccccc2C(N(C(=O)CC)c2ccccc2)CC1C (stereo not given)	-28	5	-3	0.6	0	5	/	4	-8
CN(C(=O)c1ccc(C#N)cc1)c1nnc(-c2cnccn2)s1	-12	30&7	0	1.2	6	15&-10	/	-16	0
COc1cccc(CNc2ccc([N+](=O)[O-])cc2Cl)c1O	-8	7	-8	0.8	3	-54	0	-12	3
COc1cccc(-n2c(SCc3ccccn3)nc3c(c2=O)SCC3)c1	-14	7	1	-0.4	-3	7	-6	11	1
Cn1c(Cl)cnc1C(O)(c1ccccc1)c1ccccc1	-4	13	5	-0.6	-2	22	/	13	5
O=C1C2CC=CCC2C(=O)N1c1cccc(OS(=O)(=O)c2ccc3ccccc3c2)c1 (stereo not given)	8	3	1	-0.1	3	-11	12	20	4
Cc1ccc(S(=O)(=O)N2CCN(CC(=O)N/N=C/C=C/c3ccccc3)CC2)cc1	-5	2	6	-0.5	-2[fluorescence artefact?]	-25	-4	8	0
COc1ccc(CN2CCN(C(=O)CN3C(=O)C4C5C=CC(C5)C4C3=O)CC2)c(OC)c1OC (stereo not given)	9	11	2	0.5	-3	-7	3	10	1
COc1cccc(NC(C)C(=O)Nc2cc([N+](=O)[O-])ccc2Cl)c1 (stereo not given)	-8	3	-1	-0.1	3	-18	4	-12	-2
CC(O)CNc1nc2ccccc2n1CC(=O)N1CCN(Cc2ccccc2)CC1 (stereo not given)	-8	6	-6	1.2	-6	21	2	6	4
Cc1ccc2nc(NC(=O)c3ccccn3)sc2c1	9	13	15	1.6	-2	-18	1	17	-6
CNC(=O)C1CC(=O)N(Cc2ccc3c(c2)OCO3)C(=Nc2ccc(OC)cc2)S1 (stereo not given)	5	6	-3	-1.8	1	-12	12	-15	-1
NNc1nc2c(-c3ccc(Cl)cc3)nnn2c2ccccc12	-5	5	-5	3.9	3	-51	4	-20	2
CCN(CC(=O)Nc1sc2c(c1C#N)CCCC2)Cc1nc2ccccc2c(=O)[nH]1	2	11	2	-1.5	-4	-6	-3	11	0
CN1CCN(S(=O)(=O)CC2(C)C3CCC2(C)C(=O)C3Br)CC1 (stereo not given)	17	8	7	-0.3	0	7	/	5	3
O=C(Cc1ccc(S(=O)(=O)N2CCCC2)s1)NC1CCCCCC1	9	11	4	0.5	1	-20	4	7	4
CCS(=O)(=O)c1ccc(S(=O)(=O)CC)s1	-11	5	19	-0.8	6	-8	3	10	0
Cc1ccc2nc(-c3ccc(NC(=O)CSc4nccc(=O)[nH]4)cc3)sc2c1	17	13	2	0.6	-6	-38	-6	13	-2
COc1ccc(/C(O)=C/c2nc3ccccc3n(-c3ccccc3)c2=O)cc1	0	3	-18	1.1	/	26	-3	8	1
O=C(COC(=O)C1COc2ccccc2O1)NC(=O)Nc1ccc2c(c1)OCCO2 (stereo not given)	-17	7	-10	0.9	7	4	1	-2	-6
CC(=O)c1ccc(COC(=O)c2ccccc2NC(=O)C(C)C)cc1	-16	5	-22	2.5	-1	6	1	-19	-4
COc1ccc(-c2cc(-c3ccc(F)cc3)nc(N3CCN(C)CC3)n2)cc1	6	9	-25	-0.7	-18[fluorescence artefact?]	-15	1	-7	6
COC(=O)C1=C(N)OC2=C(C(=O)CC(C)(C)C2)C1c1ccccc1OCC#N (stereo not given)	15	9&6	12	-0.8	-4	-2&29	-3	24	5
CCn1nc(C)c(CCC(=O)O)c1C	2	6&4	8	0.7	-2	12&18	6	3	8
Cc1c(C#N)c(NC(=O)CCl)n(Cc2ccccc2)c1C	3	7	-2	-0.6	-5	-22	-4	12	7
COc1ccc(Nc2nc(N3CCCC3)nc(N3CCCC3)n2)c(OC)c1	-14	6	1	1.4	6	20	-8	8	1

Source: PubChem BioAssay

Some of the compounds tested; count on the stated rates, not on these rows.
